Screening data (PubChem BioAssay)
TPT1 inh – C. albicans TPT1 enzyme inhibition | recombinant caTPT1, FP RNA substrate dephosphorylation | inhibition, % at 5 µM | 300,000 tested, 0.81% active;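 active means inhibition above the mean of all tested compounds plus 3 SD, set per screening campaign, cut at about 24% in these data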;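 further: plate controls were DMSO alone for no effect and ferristatin control at 100 nM for full effect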
Yeast superoxide – lowers age-related superoxide in aged yeast cells; S. cerevisiae aged cells, superoxide DHE fluorescence; active compounds read low; superoxide response (% of plate mean), % at 10 µM; 330,000 tested, 0.18% active; AID 2690;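 active means superoxide response under a set limit, about three screen SD below normal, cut at about 65% in these data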;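 further: yeast aged for seven days with compound at 30 °C before DHE staining; 100% = average MFI of all compound-treated wells on the plate with controls excluded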
EBNA-1 inhibitor – blocks EBNA-1 binding to DNA; inhibition, % at 14.8 µM; AID 1950; 300,000 tested, 0.34% active; EBNA-1 DNA binding, fluorescence polarization; in the data active means inhibition above about 28%
PP1 inh – PP1-alpha (human) inhibition in PP5 counter-screen. P62136. purified PP1alpha, OMFP fluorescence. inhibition, % at 6.7 µM. 320,000 tested, 0.9% active. AID 2235;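 active means inhibition above the mean inhibition of all tested compounds plus 3 SD, computed separately for each screening campaign, cut at about 15% in these data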
Target sequence (P62136 whole entry, looked up): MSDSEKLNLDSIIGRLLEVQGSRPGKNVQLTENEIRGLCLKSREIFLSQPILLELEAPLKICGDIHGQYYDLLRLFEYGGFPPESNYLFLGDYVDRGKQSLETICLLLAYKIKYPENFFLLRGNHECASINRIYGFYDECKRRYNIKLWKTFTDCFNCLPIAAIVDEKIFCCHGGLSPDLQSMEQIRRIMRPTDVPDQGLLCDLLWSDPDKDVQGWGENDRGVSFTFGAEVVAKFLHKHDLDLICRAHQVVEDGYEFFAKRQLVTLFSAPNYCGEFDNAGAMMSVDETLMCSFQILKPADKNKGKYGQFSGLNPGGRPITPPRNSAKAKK
GASC-1 inh – blocks human GASC-1 demethylase activity | Q9H3R0 | GST-JMJD2C(1-420) H3K9me3 demethylation, DELFIA europium | inhibition, % at 2.35 µM | 330,000 tested, 0.069% active | AID 2099;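 active means more than half of a compound's replicate wells show inhibition beyond 50%, single wells judged on their own value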;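 further: signal counts dimethyl H3K9 product captured on neutravidin plate; 0% = median of DMSO wells and 100% = 0.3 times that DMSO median; strong numbers were not always called active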
PP5 inh – inhibitors of human protein phosphatase 5 (PP5). purified PP5c, OMFP substrate fluorescence. inhibition, % at 6.7 µM. 320,000 tested, 0.18% active;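 active means inhibition above the campaign's mean inhibition across all tested compounds plus 3 SD, cut at about 9.5% in these data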;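 further: 0% = DMSO only and 100% = 100 µM cantharidin control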
Target sequence (P53041 whole entry, looked up): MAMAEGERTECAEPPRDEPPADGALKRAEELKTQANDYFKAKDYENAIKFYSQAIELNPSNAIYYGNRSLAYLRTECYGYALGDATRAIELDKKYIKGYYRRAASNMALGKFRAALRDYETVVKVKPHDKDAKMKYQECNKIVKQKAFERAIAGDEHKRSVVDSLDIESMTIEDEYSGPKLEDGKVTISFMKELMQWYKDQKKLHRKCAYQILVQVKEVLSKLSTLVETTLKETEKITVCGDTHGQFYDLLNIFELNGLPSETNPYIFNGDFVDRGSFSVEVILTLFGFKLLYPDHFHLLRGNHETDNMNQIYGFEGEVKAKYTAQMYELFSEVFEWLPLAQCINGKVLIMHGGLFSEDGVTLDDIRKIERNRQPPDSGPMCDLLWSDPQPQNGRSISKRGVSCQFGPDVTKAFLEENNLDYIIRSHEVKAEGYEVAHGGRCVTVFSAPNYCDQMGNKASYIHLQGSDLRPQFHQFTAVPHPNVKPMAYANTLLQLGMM
ZTA DNA inh – blocks Epstein-Barr virus ZTA, an EBNA-1 counter-screen | ZTA-DNA binding, fluorescence polarization | inhibition, % at 11 µM | 320,000 tested, 0.15% active | P03206; in the data active means inhibition above about 33%
Target sequence (P03206 whole entry, looked up): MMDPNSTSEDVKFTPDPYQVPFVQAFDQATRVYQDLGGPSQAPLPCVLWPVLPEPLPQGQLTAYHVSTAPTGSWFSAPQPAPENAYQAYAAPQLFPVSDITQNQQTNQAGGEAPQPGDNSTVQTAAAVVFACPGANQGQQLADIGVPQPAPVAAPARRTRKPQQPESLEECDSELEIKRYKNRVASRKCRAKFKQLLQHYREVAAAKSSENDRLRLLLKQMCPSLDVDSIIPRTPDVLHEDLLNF
core dimer inh – blocks dimerization of HCV core protein; TR-FRET GST/Flag-core106 dimerization, 1536-well; inhibition, % at 5 µM; 300,000 tested, 0.33% active; AID 1899;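 active means inhibition above the mean of all tested compounds plus 3 SD, set per screening campaign, cut at about 45% in these data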
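Material: Tagged HCV core106 pair (GST and Flag) | Amount: GST-core106 13.5 nM, Flag-core106 17 nM | Medium: KF-containing HEPES buffer, pH 7.45, DTT, CHAPS, BSA | Reagent: Eu donor and XL665 acceptor anti-tag antibodies | Schedule: 4 h at 22.5 °C | Technique: Time-resolved FRET, ex 340 nm, em 617 and 671 nm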
Fh CTSL1 inh – counter-screen for PFM18AAP inhibitors: inhibitors of F. hepatica cathepsin L1; 300,000 tested, 0.49% active; inhibition, % at 5.96 µM; recombinant F. hepatica cathepsin L1, Z-Leu-Arg-MCA fluorescence; AID 1906;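 active means inhibition above the mean of all tested compounds plus 3 SD, set per screening campaign, cut at about 17% in these data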;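 further: 0% = plate median of test compound wells and 100% = 1 µM Z-Phe-Ala-diazomethylketone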
Active calls of the source: *; . = no result given; & = joins results of further samples.

Second line of a record: TPT1 inh	Yeast superoxide	EBNA-1 inhibitor	PP1 inh	GASC-1 inh	PP5 inh	ZTA DNA inh	core dimer inh	Fh CTSL1 inh
CCn1c(COc2cccc(OC)c2)nnc1SCC(=O)N1CCOCC1
 : -3	93	3	-1	1	0.9	-5	-5	-3
C=CCn1nnnc1SCC(=O)Nc1ccc(C(=O)OC)cc1
 : 0	96	2	-2	-37	3.3	0	8	2
COC(=O)c1ccc(CN2C(=O)NC(c3ccccc3)(c3ccccc3)C2=O)o1
 : 1	88	7	2	4	1.8	0	9	0
COc1cccc(-c2csc3nnc(SCC(=O)c4ccc(NC(C)=O)cc4)n23)c1
 : -1	94	-14	3	13	2.5	-6	6	-2
CCOC(=O)C(=CNc1cc(C)ccc1C)C(=O)OCC
 : 0	111	3	-4	2	1.6	5	-2	3
CC(=O)c1c(C)nc2ccc(Cl)cn12
 : -4	116	-8	-5	-1	0.2	-1	3	0
COc1ccc(NC(=O)c2cnc3n(c2=O)CCS3)cc1OC
 : -2	115	-19	-5	-4	-4.9	-14	-43	3
O=C(OCc1ccc(F)cc1)c1cccnc1Cl
 : 0	97	5	-3	4	0.0	-9	1	-1
CC(C)c1ccc(NC(=O)c2cc(Br)ccc2Br)cc1
 : 2	105	-11	2	17	1.9	-10	4	5
Cc1ccc(-c2csc(NC(=O)c3ccc(-c4ccccc4)cc3)n2)o1
 : -4	96	2	6	-7	1.7	0	5	3
CCc1ccc(S(=O)(=O)/N=C2/C=C(Sc3ncn[nH]3)C(=O)c3ccccc32)cc1
 : 1	145	0	3	19	7.4	19	-5	100*
COc1cccc(-n2c(SCC(=O)Nc3cc(C)on3)nc3c([nH]c4ccccc43)c2=O)c1
 : -1	98	19	0	3&-7	0.1	2	36	0
COC(=O)c1ccc(/C=N/Nc2nc(N3CCCCC3)nc(N3CCCCC3)n2)cc1
 : 0	85	7	-4	17	-3.1	7	6	0
CCCOC(=O)Nc1nnc(CCC)s1
 : -1	111	-6	-1	0	2.0	1	0	3
COc1ccc(CN2C(=O)c3ccccc3C2=O)cc1C(=O)Nc1ccccc1N1CCOCC1
 : 0	113	-5	-4	-24	0.8	-6	15	2
CC(OC(=O)c1ccc(Cl)nc1)C(=O)Nc1ccc(S(=O)(=O)N2CCCC2)cc1 (configuration not stated)
 : 1	104	0	-5	-6	0.8	15	-2	-13
CCOc1ncccc1C(=O)OCC(=O)c1ccc(Cl)s1
 : -1	106	-9	2	-4	3.9	-9	4	-3
N#CCCN/N=C(/Cc1nc2ccccc2[nH]1)c1ccc(Cl)cc1
 : 22	107	-9	-1	2	3.3	-13	30	4
COC(=O)C(NS(=O)(=O)c1ccc(N2CCCC2=O)cc1)c1ccccc1 (configuration not stated)
 : 1	108	0	1	6	0.2	-8	1	-1
CCC(C)C(NS(=O)(=O)c1ccc(C)cc1)C(=O)NCCCN1CCOCC1 (configuration not stated)
 : -4	83	-11	-3	4	0.5	-1	3	0
Nc1nc2c(c3c1c(=O)oc1ccccc13)CCCCC2
 : -2	92	-5	-3	19	1.0	-6	6	-5
Cc1cc(C)cc(N2C(=O)CC(c3ccccc3)CC2=O)c1
 : .	107	.	-1	.	1.2	-10	.	.
Nc1nc(SCC(=O)N2CCN(c3ccc(F)cc3)CC2)n[nH]1
 : .	84	.	0	-1	1.1	-3	.	.
Cc1ccc(-n2c3c(c(=O)[nH]c2=O)C(NS(=O)(=O)c2ccc(C)cc2)(C(F)(F)F)C(=O)N3)cc1 (configuration not stated)
 : 3	106	0	-1	6	-2.0	11	1	-4
O=C(Cc1cccs1)NCc1cccnc1
 : 0	88	8	0	-2	-0.2	-6	4	1
O=C(Nc1nnc(C2CC2)s1)c1cccc(S(=O)(=O)N2CC(c3ccccc3)CC2=O)c1 (configuration not stated)
 : 1	103	-2	5	15	0.2	6	12	-2
CC(C)CCNc1ncnc2c1nnn2Cc1ccccc1Cl
 : -2	89	0	2	-2	0.3	-13	-3	2
CC1CCN(CCCNC(=O)CN2C(=O)CSc3ccc(S(=O)(=O)N4CCCCC4)cc32)CC1
 : -1	126	-3	-3	1	0.1	11	8	-4
COC(=O)CSC1=C(C#N)C(c2ccc(C)o2)CC(=O)N1 (configuration not stated)
 : -2	100	1	-4	4	-0.1	3	1	1
CCc1ccc2nc(N(CCN(C)C)C(=O)c3ccc4ncsc4c3)sc2c1
 : -4	108	6	5	1	0.1	-11	-2	5
Cc1ccc(Nc2nc(N)nc(CSc3nncn3C)n2)cc1
 : -2	100	-4	-2	3	1.0	-3	2	1
O=C(NCCN1CCN(c2ccccc2F)CC1)C1c2ccccc2C(=O)N2CCc3ccccc3C12 (configuration not stated)
 : -5	91	5	-2	-2	0.2	0	-7	5
Cc1cc(C(=O)NCC(=O)Nc2c(C)cccc2C)c(C)o1
 : 0	98	-4	1	2	4.4	-20	-13	-4
O=C(Cc1cccs1)Nc1ccc(Cl)cc1
 : -2	88	2	-2	3	-0.2	7	3	-5
O=C(NNC(=S)Nc1ccc(F)cc1)C1[C@H]2CCCC[C@@H]12 (some centres not stated)
 : 2	96	-3	-5	-6	3.6	-6	-3	-1
COc1cc(/C=N/Nc2ccc(Cl)cc2)ccc1OC(=O)c1cccs1
 : 4	115	-13	12	-31	3.8	-1	3	5
CC(C)C(=O)NC(=S)Nc1ccc(S(=O)(=O)Nc2ccccc2)cc1
 : -2	117	-5	-2	6	3.6	2	-1	-2
COc1cccc(C(=O)NC2CC3CCCC(C2)N3S(=O)(=O)c2ccccc2)c1 (configuration not stated)
 : 1	102	2	-2	-7	-1.9	14	6	2
Cc1cc(OC(=O)c2ccc3ccccc3c2)c([N+](=O)[O-])c(=O)[nH]1
 : 0	144	8	-2	0	0.1	-4	6	-2
CCN(CC(=O)Nc1cccc(OC)c1)C(=O)c1cccc(S(=O)(=O)N2CCc3ccccc32)c1
 : .	95	.	2	-7	0.8	-6	.	.
Cc1c(Cl)cccc1NC(=O)NCc1ccccn1
 : -3	97	9	-2	22	-2.2	-5	-6	-2
CC1CC(C)CN(S(=O)(=O)N2CCC(C(=O)NCc3ccco3)CC2)C1 (configuration not stated)
 : 0	103	12	2	-8	1.4	-9	-2	-1
Cc1ccc(-n2c3c(c(=O)[nH]c2=S)C(C(F)(F)F)(C(F)(F)F)NC(=O)N3)cc1
 : 0	121	2	-3	0	0.5	-1	-5	1
Cc1cc(C(=O)COC(=O)CN(C)S(=O)(=O)c2ccc(Cl)cc2)c(C)n1Cc1cccs1
 : -5	99	-10	7	0	3.5	-10	9	-33
Cc1nn(C)c(C)c1NS(=O)(=O)c1ccc(Cl)cc1
 : -6	87	3	-7	3	-2.0	-12	3	-13
COC(=O)c1ccccc1NC(=O)CNc1cc(OC)c(OC)cc1C
 : -3	106	8	-2	-3	-0.8	3	-4	0
CCC(C)NC(=O)c1ccc2nc(Cc3ccc(OC)cc3)oc2c1 (configuration not stated)
 : 1	87	2	-1	47	3.5	-1	-4	-1
O=C(Nc1ccc2c(c1)OCO2)c1ccc(Br)s1
 : -1	116	2	-1	6	2.9	3	4	-1
O=C(CSc1nnc(CNC(=O)c2ccc(F)cc2)o1)c1ccccc1
 : 1	114	2	-1	0	3.2	-5	-5	-4
Cc1ccc(CN(CC(O)COc2cccc3[nH]cc(C)c23)C(C)(C)C)cc1 (configuration not stated)
 : 1	115	-6	3	7	2.1	-1	-11	2
Cc1[nH]c2ccc(F)cc2c1CCN(Cc1ccncc1)C(=S)Nc1cccc(F)c1
 : -2	86	4	2	1	2.5	5	6	1
CCOc1cccc(C(=O)NC(c2ccccc2)C(C)C)c1 (configuration not stated)
 : 2	113	3	-2	-8	-0.3	3	0	-1
COC(=O)C1=C(C)NC(C)=C(C(=O)OC)C1c1ccccc1OCc1c(C)no[n+]1[O-]
 : 0	115	-6	-3	4	4.7	0	2	-3
CSCCC1NC(=O)N(CC(=O)Nc2cccc3ccccc23)C1=O (configuration not stated)
 : -2	88	5	-3	-1	-0.7	2	4	-2
Cc1ccccc1NC(=O)Cc1nnc(SCC(=O)c2ccc(Br)cc2)n1C
 : 0	99	2	-6	8	-1.3	-5	1	-2
O=C(Nc1ccc2c(c1)OCCO2)c1cncc(Br)c1
 : -1	94	14	0	-6	-0.5	-11	-3	2
CCCc1c(C(=O)N2CCN(c3ccccc3OC)CC2)cnn1-c1ccccc1
 : -1	83	-3	-5	5	1.7	1	-7	8
COc1cc(C(=O)Nc2ccncc2)c([N+](=O)[O-])cc1OC
 : 6	106	-6	-3	-2	-0.6	-1	-3	9
N#Cc1c2ccc(O)cc2n2ccccc12
 : -18	154	1	-4	-5	-1.4	4	-13	3
FC(F)(F)C1=CC(c2ccccc2)=NCCN1
 : 4	97	3	-7	-10	0.9	-14	0	-1

(list continues)
Second line of a record: TPT1 inh	Yeast superoxide	EBNA-1 inhibitor	PP1 inh	GASC-1 inh	PP5 inh	ZTA DNA inh	core dimer inh	Fh CTSL1 inh
CCc1ccc(CN(C)C(=O)C2CCC(=O)N(CCc3ccc(OC)cc3)C2)nc1 (configuration not stated)
 : 1	79	1	-2	-11	0.2	5	0	0
COc1ccc(NC2=CC(c3ccc(OC)cc3)N(c3ccc(OC)cc3)C2=O)cc1 (configuration not stated)
 : 2	89	7	10	7	0.9	9	26	2
CS(=O)(=O)C1=NN2C(=N)/C(=C\c3ccc(OC(=O)c4ccco4)cc3)C(=O)N=C2S1
 : 0	114	18	-1	-3	-0.5	9	13	-1
O=C(Nc1ccccc1Br)c1ccc(OC(=S)N2CCOCC2)cc1
 : -2	86	5	1	-32	0.2	13	2	2
COCCC1CCCCN1C(=O)c1cc(COc2cccc(C(C)=O)c2)on1 (configuration not stated)
 : 2	100	1	3	0	1.6	13	5	2
CCCCn1c(N)c(N(CCOC)C(=O)c2ccc(NC3CC3)c([N+](=O)[O-])c2)c(=O)[nH]c1=O
 : 1	100	-4	-1	-15	0.4	0	-2	3
CC(NC(=O)C1CCCC1)c1ccc(Br)cc1 (configuration not stated)
 : -1	100	10	-2	2	2.7	8	7	-6
CCn1c(=N)n(CC(=O)OC)c2ccccc21
 : -3	87	-12	0	17	-4.7	-3	-2	-3
CC(C)CN(C(=O)c1cccc(S(=O)(=O)N2CCN(c3ccc(F)cc3)CC2)c1)C1CCS(=O)(=O)C1 (configuration not stated)
 : -3	100	5	-2	7	-1.3	-2	1	6
CCn1nc(C)c(CN2CCN(Cc3ccsc3)C(CCO)C2)c1C (configuration not stated)
 : 2	92	9	0	5	0.6	2	-4	-1
CC(=O)Nc1ccc(S(=O)(=O)Nc2nnc(C3CCCCC3)s2)cc1
 : -8	105	-20	0	-8	3.3	-5	-2	-2
CC(C)C(=O)N1CCN(c2nc(-c3ccc(Cl)cc3)cs2)CC1
 : -1	106	9	2	-11	1.2	3	9	0
C[C@H](NC(=O)CCn1nnc2ccccc2c1=O)C(=O)O
 : 3	99	-4	1	7	0.2	-11	-4	-2

One compound at a time, as listed above. Values in the order: TPT1 inh, Yeast superoxide, EBNA-1 inhibitor, PP1 inh, GASC-1 inh, PP5 inh, ZTA DNA inh, core dimer inh, Fh CTSL1 inh
CCC(C)C(NS(=O)(=O)c1ccc(C)cc1)C(=O)NCCCN1CCOCC1 (configuration not stated) is listed with -4, 83, -11, -3, 4, 0.5, -1, 3, 0
CCc1ccc(S(=O)(=O)/N=C2/C=C(Sc3ncn[nH]3)C(=O)c3ccccc32)cc1 is listed with 1, 145, 0, 3, 19, 7.4, 19, -5, 100*
CC(=O)Nc1ccc(S(=O)(=O)Nc2nnc(C3CCCCC3)s2)cc1 is listed with -8, 105, -20, 0, -8, 3.3, -5, -2, -2
COc1ccc(NC2=CC(c3ccc(OC)cc3)N(c3ccc(OC)cc3)C2=O)cc1 (configuration not stated) is listed with 2, 89, 7, 10, 7, 0.9, 9, 26, 2
